Screens deposited in PubChem by several laboratories.
cardiac RTF act: increases calcium sensitivity of human cardiac regulated thin filaments | IANBD-labeled TnC RTF fluorescence at EC20 calcium; 0% EC20 calcium, 100% full calcium | activation, % at 7.2 µM | hit rate 0.24% among 340,000 | AID 493008;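 active means activation above the mean over all tested compounds plus 3 SD, cut at about 30% in these data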;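 further: rise in fluorescence read as greater calcium sensitivity of cardiac thin filaments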
SUMO Mot1 rescue: SUMOylation pathway inhibition by Mot1-301 growth rescue; hit rate 1% among 320,000; S. cerevisiae Mot1-301 growth rescue, ATP luminescence, 38.5C; percent above DMSO median, 100 means doubled; growth rescue, % at 18.8 µM;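 active means every valid replicate shows activation above 250% relative to neutral control wells; inactive means the rest, any valid replicate at or below 250%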;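 further: OY570 slx delta 5 strain wells were the positive control but not used for scaling; some compounds called inactive have numbers as strong as hits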
Keap1-Nrf2 PPI: Keap1-Nrf2 (human) interaction inhibition. Q14145. Keap1 Kelch-Nrf2 peptide fluorescence polarization, 1536-well. inhibition, % at 9.4 µM. hit rate 0.15% among 340,000; in the data active means inhibition above about 12%; inconclusive means no clear call, values can overlap the other calls; inactive means below about 7.3%;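 further: human Keap1 Kelch domain with fluorescein labeled Nrf2 9mer peptide probe; 0% = neutral control wells and 100% = peptide positive control; higher means more block of Keap1 binding to Nrf2 peptide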
Target sequence (Q14145 whole entry, looked up, the tested form may be a part): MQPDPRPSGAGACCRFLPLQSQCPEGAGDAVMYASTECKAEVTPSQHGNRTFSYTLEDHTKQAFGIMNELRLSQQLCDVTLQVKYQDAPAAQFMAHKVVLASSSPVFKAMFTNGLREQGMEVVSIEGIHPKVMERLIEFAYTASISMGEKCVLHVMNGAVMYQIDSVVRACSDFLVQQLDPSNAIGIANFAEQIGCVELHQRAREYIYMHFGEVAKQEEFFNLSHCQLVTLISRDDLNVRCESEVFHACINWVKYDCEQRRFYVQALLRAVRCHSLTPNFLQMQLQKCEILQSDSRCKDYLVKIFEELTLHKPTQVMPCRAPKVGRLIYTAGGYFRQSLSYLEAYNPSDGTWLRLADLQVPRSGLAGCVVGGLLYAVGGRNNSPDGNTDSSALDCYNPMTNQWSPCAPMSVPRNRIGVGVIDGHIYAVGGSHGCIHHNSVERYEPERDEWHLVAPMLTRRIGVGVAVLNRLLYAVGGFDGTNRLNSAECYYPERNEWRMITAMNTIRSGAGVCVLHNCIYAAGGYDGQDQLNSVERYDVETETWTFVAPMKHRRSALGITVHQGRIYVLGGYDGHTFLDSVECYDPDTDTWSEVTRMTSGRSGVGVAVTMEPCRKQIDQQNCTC
LANA DNA inh: KSHV C-LANA DNA binding inhibition; AID 504423; inhibition, % at 9 µM; hit rate 0.078% among 340,000; MBP-C-LANA/FAM-LBS DNA binding, fluorescence polarization;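 active means highest replicate inhibition at or above 60% at 9 µM, even if other replicates fall short; inactive means all replicates below 60% inhibition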;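 further: 0% = neutral control wells and 100% = 4 µM acridine orange control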
Rtt109 Vps75: inhibitors of Candida albicans Rtt109/Vps75 histone acetyltransferase; hit rate 0.16% among 330,000; inhibition, % at 34.9 µM; Q5AAJ8; AID 540336; purified Rtt109/Vps75, ThioGlo CoA-SH fluorescence, 4 h;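 active means inhibition of at least 50% in every replicate; inconclusive means best replicate reaches 50% inhibition but some replicates fall short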
Target sequence (Q5AAJ8 whole entry, looked up): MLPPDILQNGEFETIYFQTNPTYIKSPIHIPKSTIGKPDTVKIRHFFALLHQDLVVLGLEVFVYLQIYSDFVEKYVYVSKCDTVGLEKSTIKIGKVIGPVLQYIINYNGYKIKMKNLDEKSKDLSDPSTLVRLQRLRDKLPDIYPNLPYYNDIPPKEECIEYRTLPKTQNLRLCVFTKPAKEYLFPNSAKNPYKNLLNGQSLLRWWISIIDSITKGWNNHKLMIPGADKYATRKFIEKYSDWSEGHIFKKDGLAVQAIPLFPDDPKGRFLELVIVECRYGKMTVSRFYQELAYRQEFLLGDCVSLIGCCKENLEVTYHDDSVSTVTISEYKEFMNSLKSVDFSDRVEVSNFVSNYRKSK
RTF Ca sens inh: cardiac RTF calcium desensitization | IANBD-labeled cardiac RTF, Ca2+ fluorescence | AID 493244 | P19429+P45379 | hit rate 0.12% among 340,000 | inhibition, % at 7.15 µM;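 active means inhibition above the mean inhibition of all tested compounds plus 3 SD, cut at about 17% in these data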;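 further: assay run at fixed EC70 calcium of 1.6 mM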
PvdQ acylase: blocks Pseudomonas aeruginosa PvdQ acylase activity; purified PvdQ acylase, fluorescence plate reader; inhibition, % at 10 µM; hit rate 0.063% among 340,000; in the data active means inhibition above about 30%, passing the limit was not always enough; inconclusive means no clear call, values can overlap the other calls;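 further: 0% = vehicle neutral wells and 100% = reference inhibitor wells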
NSD2 HMT inh: blocks human histone methyltransferase NSD2; O96028; NSD2 peptide methylation, AlphaScreen, 120 min; inhibition, % at 12.5 µM; hit rate 0.54% among 310,000; in the data active means inhibition above about 50%
dFosB act: mouse delta FosB homodimer activation. P13346. purified delta FosB, TAMRA-CDK5 oligo fluorescence polarization; percent of positive-control signal above neutral wells. activation, % at 25 µM. hit rate 0.99% among 340,000;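 active means mean activation above about 17%, with every replicate also reaching it, limit read from the data, passing the limit was not always enough; inconclusive means only one of the two conditions met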;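 further: fluorescence polarization rise as delta FosB binds a TAMRA Cdk5 AP-1 oligo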
CDK5 p35 inh: inhibitors of human CDK5/p35 kinase | Q00535+Q15078 | hit rate 0.01% among 330,000 | Recombinant CDK5/p35, ADP-Glo luminescence, 60 min | inhibition, % at 10 µM;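 active means highest replicate inhibition of at least 50% and at least 75% of replicates reaching 50%; inconclusive means only one of the two criteria met; inactive means both criteria failed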;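 further: plate controls were DMSO neutral control for no effect and GW8510 at 10 µM for full effect; many of its hits are not listed in these tables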
PfHsp90 set2: reduces growth (ATP signal) of yeast expressing P. falciparum Hsp90 | S. cerevisiae expressing PfHsp90, BacTiter-Glo ATP, 48 h; yeast lacking PDR1 and PDR3 efflux regulators | inhibition, % at 9.4 µM | hit rate 0.32% among 310,000 | AID 504621;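 active means every replicate shows inhibition above about 80%, whatever the replicate mean, limit read from the data; inconclusive means mean inhibition reaches the set limit but some replicate falls short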;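 further: 0% = DMSO neutral controls and 100% = 20 µM radicicol positive controls; yeast relying on Plasmodium falciparum Hsp90 in place of its own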
* = called active by the depositor; u = inconclusive; x = not tested or not shown.

SMILES	cardiac RTF act	SUMO Mot1 rescue	Keap1-Nrf2 PPI	LANA DNA inh	Rtt109 Vps75	RTF Ca sens inh	PvdQ acylase	NSD2 HMT inh	dFosB act	CDK5 p35 inh	PfHsp90 set2
CN(C)c1ccc(N=Cc2nc(-c3ccccc3)oc2O)cc1	45*	26	-3	6.4	6	-24	18	1	2	1.3	7
Cc1[nH]c(C)c(S(=O)(=O)Nc2ccccc2Cl)c1C(=O)N1CCCC1	-2	-3	-4	0.8	3	-6	1	-2	1	-0.2	-9
CCOC(=O)C(=CNc1ccc2c(c1)nnn2-c1ccc(Cl)cc1)C(=O)OCC	2	7	0	-2.8	4	-2	-9	-4	-4	0.5	-21
COC(=S)N/C(=N\S(=O)(=O)c1ccc(Cl)cc1)c1ccccc1	-7	-7	-2	-1.5	-3	7	-5	-4	4	-0.1	-10
CCN(CC(=O)NCc1cccnc1)S(=O)(=O)c1ccc(OC)cc1	-3	4	-2	0.5	2	-6	-10	-2	1	0.1	14
CCc1ccc(N2CC(C(=O)OCC(=O)c3c(N)n(CC(C)C)c(=O)n(C)c3=O)CC2=O)cc1 (configuration not stated)	0	-2	x	x	x	-17	-14	-2	2	0.7	27
CCOC(=O)c1cc2nc(-c3ccccc3)cc(C)n2n1	1	91	-8	3.8	-2	-3	-16	10	-22	-2.4	-2
Cc1ccc2nc(N3CCN(Cc4nnnn4C4CCCC4)CC3)c(C#N)cc2c1	-5	-3	5	4.0	-11	7	-6	x	-12	-0.3	-21
COc1ccc(NC(=O)C/C(C)=N/NC(=O)C2CCCCC2)c([N+](=O)[O-])c1	-5	-4	-1	0.0	1	-2	-12	-3	-1	-3.4	38
Cc1ccc(S(=O)(=O)c2nc(-c3ccco3)oc2SC(C)C)cc1	4	-8	-6	0.9	-1	-11	1	13	-16	0.6	-1
Cc1cccc(C(=O)Oc2ccccc2/C=N/NC(=O)c2ccc(NC(=O)C(C)(C)C)cc2)c1	6	44	1	0.6	5	-6	1	-5	-2	0.4	-13
CCOCCCN(C)C1CCN(C(=O)c2oc3ccccc3c2NC(=O)c2ccc(F)cc2)CC1	0	194	5	0.8	4	-2	-8	-2	-4	1.3	14

Arranged by the number under Keap1-Nrf2 PPI (falling): 3 from the list above
| molecule | Keap1-Nrf2 PPI |
| --- | --- |
| Cc1ccc2nc(N3CCN(Cc4nnnn4C4CCCC4)CC3)c(C#N)cc2c1 | 5 |
| Cc1cccc(C(=O)Oc2ccccc2/C=N/NC(=O)c2ccc(NC(=O)C(C)(C)C)cc2)c1 | 1 |
| COC(=S)N/C(=N\S(=O)(=O)c1ccc(Cl)cc1)c1ccccc1 | -2 |

Going on with the list:
SMILES	cardiac RTF act	SUMO Mot1 rescue	Keap1-Nrf2 PPI	LANA DNA inh	Rtt109 Vps75	RTF Ca sens inh	PvdQ acylase	NSD2 HMT inh	dFosB act	CDK5 p35 inh	PfHsp90 set2
Cc1nc2c(=O)n(-c3ccc(F)cc3F)nc(C)c2s1	10	-16	2	0.4	-4	-2	-17	-1	6	1.0	-2
CCOC(=O)C1=C(O)C(=O)N(c2ccc(S(N)(=O)=O)cc2)C1c1ccc(Br)cc1 (configuration not stated)	-4	-8	-5	-0.2	15	3	-15	-1	-6	2.2	-38
C=C(C(=O)c1ccccc1)C(C(=C)C(=O)c1ccccc1)c1ccc(OC)cc1	2	-3	-4	0.5	7	-12	-17	-1	-13	-0.1	6
CCN1C(=O)[C@H]2[C@@H](c3ccc(C)cc3)N3C(=O)N(c4ccc(OC)cc4)C(=O)[C@@]3(Cc3ccccc3)[C@H]2C1=O	7	-3	-9	-2.9	3	4	-18	x	-9	-1.4	3
O=C(NCc1nc2ccccc2[nH]1)C1=C[C@H](C2CC2)C[C@H](OCc2ccc(CO)cc2)O1	-1	-4	0	-1.5	1	-1	-6	x	4	-0.6	-3
CCc1ccccc1NC(=O)c1ccc2c(O)c(S(=O)(=O)c3ccc(OC)cc3)c(=O)[nH]c2c1	-1	-1	-2	0.8	21	-2	5	18	-5	-0.9	1
N#Cc1ccc(CSc2nnc(-c3cnccn3)o2)cc1	16	-2	-4	-0.2	3	2	7	1	-1	0.1	12
CCCCNC(=O)CC1NCCNC1=O (configuration not stated)	3	525	2	-2.4	4	6	5	-1	5	-1.7	-9
C=CCN(C(=O)CCC(=O)Nc1cc(C)on1)C(C(=O)NC(C)(C)CC)c1cccc(OC)c1OC (configuration not stated)	-4	40	-1	1.4	10	9	1	5	-4	-0.5	-23
COC(=O)C1=C(C(=O)OC)[C@@H]2N(Cc3ccccc3)c3ccccc3[C@@]23C[C@@H](C(=O)OC)N(C(=O)c2cc(C)oc2C)C3=N1	8	15	-7	3.0	-3	-7	-13	x	-6	-5.1	-8
COc1ccc(C2(C(=O)Nc3ccc(OC)cc3OC)CCCC2)cc1	-3	173	-3	-0.7	6	6	-3	-22	-4	-0.8	-31
Cc1ccc(S(=O)(=O)N(C)CC(=O)Nc2cccnc2)cc1	-5	-3	1	-0.9	-2	-14	7	9	-1	0.7	-13
COc1cc(OC)c(S(=O)(=O)Nc2ccccc2N2CCCCC2)cc1NC(C)=O	-5	-8	-1	-0.4	1	-5	6	1	-6	4.1	-11
CCOC(=O)CCCCCNC(=O)c1ccc(F)cc1F	4	12	-5	0.3	-6	-2	0	x	-6	-0.3	x
Cc1cccn2c(=O)c3cc(C(=O)NC4CCCC4)c(=N)n(C4CCCCC4)c3nc12	-2	-7	-1	-0.1	-146	-13	-18	45	1	-1.4	-29
CCN=C1NN=C(c2cc(C)n(Cc3ccco3)c2C)CS1	-1	-10	-8	-2.0	0	-3	-5	-4	1	-3.2	-7
COc1cccc(OCc2cc(C(=O)N3CCCC3c3ccccn3)no2)c1 (configuration not stated)	-9	-9	0	1.1	0	1	0	5	-3	-1.2	-28
N#Cc1c(N)[nH]c(=S)c(C#N)c1-c1ccccc1	1	-17	-7	-0.6	-5	9	-10	x	-2	3.5	0
COc1ccccc1-c1c(C)oc2cc(OC(=O)c3ccco3)ccc2c1=O	0	86	0	1.5	-2	-10	-13	2	-2	-0.2	x
COC(=O)c1ccccc1NC(=O)CSc1nnnn1-c1ccc(C)cc1C	-1	x	-2	-0.8	x	-5	-10	1	31*	-2.3	8
CCN1C(=N)N(c2ccccc2)C(=O)C(CC)(CC)C1=O	6	x	3	0.3	-7	-4	-8	0	3	2.4	-16
CNC[C@H](CC1CCCCC1)NC[C@H](NCCC1CCCC1)[C@H](C)O	5	8	-4	-0.4	8	9	-5	x	-1	0.4	8
CCOc1nc2ccccc2nc1NS(=O)(=O)c1ccccc1	-10	3	-5	0.2	-7	-1	-22	-2	-5	-3.5	-17
O=C(NCCCc1ccccc1)c1cc(COc2c(F)cccc2F)on1	2	19	-4	-1.0	2	-5	9	-5	0	0.9	-2
CCOC(=O)C1=C(C)N(C[C@@H]2CC[C@@H](Cc3ccc(-c4ccccc4)cc3)O2)C(=O)NC1c1ccc(-c2ccccc2)cc1 (some centres not stated)	-1	x	0	0.6	10	-4	-19	x	u	0.6	-1
c1ccc(N2CCN(CCc3nnc4n3CCCCC4)CC2)cc1	-2	-11	3	-1.2	4	2	-1	0	-2	0.6	-7
O=C(N=C1c2ccccc2CN1c1cccc(Cl)c1)c1cccnc1	2	251	-4	1.1	-1	1	-11	0	-22	0.5	-1
C[C@]12c3[nH]c4cc(-c5ccco5)ccc4c3CCN1C(=O)[C@@H](CC(=O)NCCN1CCOCC1)C[C@@H]2C(=O)N1CCOCC1	2	x	-4	-0.3	-1	-8	-16	x	-11	-0.5	18
O=C1C2CC=CCC2C(=O)N1c1cccc(OS(=O)(=O)c2ccc3ccccc3c2)c1 (configuration not stated)	4	-24	1	-0.6	2	-8	-18	-1	-6	-4.7	x
OCCn1nc(-c2ccccc2)cc1-c1ccccc1	-1	384	-5	-0.8	-2	-3	-30	-5	-10	-1.7	7
CCOC(=O)CC(=O)NC1(Cc2ccc(O)cc2)CCCCC1	-7	x	-2	1.0	x	-2	-7	0	-5	-0.3	18
COCCn1c(=S)[nH]c2cc(C(=O)N3CCc4ccccc43)ccc2c1=O	6	247	-2	-2.8	3	-9	-12	2	-11	-3.2	x
COc1ccc(-c2[nH]ncc2-c2ccc(Cl)cc2)c(O)c1	2	1	-1	0.6	2	6	-10	5	-4	-2.7	-44
CCn1c2ccccc2c2cc(NC(=O)COC(=O)c3ccc(O)cc3)ccc21	-23	-13	4	0.2	0	-4	-19	25	15	1.2	x
Cc1ccc(CN2CCN(/N=C/c3cc(Br)cc(Br)c3O)CC2)cc1	2	326	0	0.5	-22	-1	12	1	-6	1.0	22
O=C(Cc1ccccc1)NNC(=O)c1ccccc1C(=O)O	-3	839	-4	-0.2	9	4	-3	4	1	-0.1	-11
O=C(C1CC(=O)N(c2ccccc2)C1)N1CCN(C2=NS(=O)(=O)c3ccccc32)CC1 (configuration not stated)	0	-21	3	-0.6	-1	-6	1	1	6	1.8	-7
O=C(/C=C/c1cccs1)N1CCC2(CC1)Oc1ccc(Cl)cc1C(=O)C21CC(c2ccc(Cl)cc2)=NO1 (configuration not stated)	-1	-8	-6	-1.9	-5	-13	13	x	1	0.4	x
O=C(Nc1ccccc1Cl)Nn1cnnc1	-1	11	0	-0.9	4	5	-4	-2	-1	-0.5	1

Molecules shown so far with an aryl thioether with sulfur outside any ring, in the order listed:
SMILES	cardiac RTF act	SUMO Mot1 rescue	Keap1-Nrf2 PPI	LANA DNA inh	Rtt109 Vps75	RTF Ca sens inh	PvdQ acylase	NSD2 HMT inh	dFosB act	CDK5 p35 inh	PfHsp90 set2
Cc1ccc(S(=O)(=O)c2nc(-c3ccco3)oc2SC(C)C)cc1	4	-8	-6	0.9	-1	-11	1	13	-16	0.6	-1
N#Cc1ccc(CSc2nnc(-c3cnccn3)o2)cc1	16	-2	-4	-0.2	3	2	7	1	-1	0.1	12
COC(=O)c1ccccc1NC(=O)CSc1nnnn1-c1ccc(C)cc1C	-1	x	-2	-0.8	x	-5	-10	1	31*	-2.3	8
